Screening results as filed in PubChem BioAssay.
TRPC4 block – inhibitors of mouse TRPC4 channel, primary screen, Fluo4 calcium, HEK293 TRPC4beta/mu-opioid cells | DAMGO-evoked Fluo4 calcium flux; stronger effect = lower value | B-score at 10 µM | 300,000 tested, 0.39% active;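 active means B-score over 3 SD under the library average, no early fluorescence shift, positive overall ratio signal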
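Signal: kinetic Fluo4 fluorescence imaging of calcium influx. Material: stable TRPC4beta/mu-opioid receptor HEK293 cells. Probe or stimulus: DAMGO in two steps, submaximal then maximal.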
Dyrk1A ADPGlo – rat Dyrk1A kinase inhibitors, primary screen, biochemical, single point, plate reader. inhibition, % at 12.5 µM. ADP-Glo luminescence, NFATc1 peptide. 310,000 tested, 0.43% active. Dual specificity tyrosine-phosphorylation-regulated kinase 1A (Rattus norvegicus), Q63470; in the data active means inhibition above about 50%;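 further: plate controls were vehicle with enzyme for no effect and no enzyme for full effect; many of its hits are not listed in these tables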
TRPC4 agonist – activators of mouse TRPC4 channel, primary screen, Fluo4 calcium, HEK293 TRPC4beta/mu-opioid cells; Short transient receptor potential channel 4 (Mus musculus), Q9QUQ5; B-score at 10 µM; 310,000 tested, 0.49% active; Fluo4 calcium fluorescence; stronger effect = higher value;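 active means B-score above 5 SD of library B-scores, and initial fluorescence ratio not above library mean plus 5 SD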;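 further: positive B-score marks a calcium rise read as TRPC4 activation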
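Assay system – TRPC4beta and mu-opioid receptor HEK293 stable cells · Measured by – Fluo4 fluorescence, kinetic · Schedule – dye loading 45 min room temperature, 110 s kinetic read · Read-out – B-scored integrated calcium fluorescence ratio · Controls – buffer and maximal DAMGO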
PolyA inhibitor – polyadenylation inhibitors in yeast reporter cells, primary screen, luminescence, S. cerevisiae. S. cerevisiae SKY197-pL101 polyadenylation reporter, beta-gal luminescence; efflux-impaired pdr1/pdr3 knockout yeast; score 100 = 6 SD above DMSO. calls only at 12 µM. 300,000 tested, 0.02% active. AID 1875, 2009;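 active means lowest replicate activity score at least 50, where 100 means six control SD above control mean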;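 further: yeast exposed to compound for 9 h at 30 °C; higher score means more reporter readthrough which indicates perturbed polyadenylation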
KCNK9 inh – KCNK9 potassium channel inhibitors, primary screen, HEK293 cells, thallium flux | 310,000 tested, 1.2% active | Potassium channel subfamily K member 9 (Homo sapiens), Q9NPC2 | AID 488922, 2010 | FluxOR thallium flux fluorescence; stronger effect = lower value | B-score at 10 µM;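 active means ratio B-score over 3 SD below the library mean, with starting fluorescence within 5 SD of its mean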;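 further: negative B-score means less thallium flux so channel inhibition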
Target sequence (Q9NPC2 whole entry, looked up): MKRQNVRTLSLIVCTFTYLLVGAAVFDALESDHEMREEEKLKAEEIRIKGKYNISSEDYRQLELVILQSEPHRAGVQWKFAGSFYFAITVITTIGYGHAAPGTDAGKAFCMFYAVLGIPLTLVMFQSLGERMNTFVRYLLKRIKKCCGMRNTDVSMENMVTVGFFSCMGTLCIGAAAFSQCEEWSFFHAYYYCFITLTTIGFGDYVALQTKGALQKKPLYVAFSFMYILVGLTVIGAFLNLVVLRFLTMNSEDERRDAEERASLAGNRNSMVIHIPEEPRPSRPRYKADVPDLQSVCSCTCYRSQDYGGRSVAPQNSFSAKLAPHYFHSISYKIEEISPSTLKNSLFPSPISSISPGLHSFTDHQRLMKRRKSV
hERG rescue – hERG rescue from dofetilide block, primary screen, cell-based, CHO-hERG, FluxOR thallium flux, dofetilide IC70; Voltage-gated inwardly rectifying potassium channel KCNH2 (Homo sapiens), Q12809; dofetilide IC70 present; activation (rescue from dofetilide block), less the hit threshold, % at 10 µM; 310,000 tested, 0.51% active; AID 1511, 2009;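 active means activation above the mean of controls blocked by dofetilide plus 5 SD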;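 further: thallium influx through hERG after potassium depolarization seen as dye fluorescence rise; in these data hits start at about 4.7%; inactives centre near -7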
KCNQ1 pot – potentiators or activators of KCNQ1 channel, primary screen, cell-based, thallium flux, high-throughput; Potassium voltage-gated channel subfamily KQT member 1 (Homo sapiens), P51787; CHO-K1 KCNQ1, thallium flux FluxOR fluorescence; stronger effect = higher value; B-score at 10 µM; 310,000 tested, 0.35% active;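 active means fluorescence ratio B-score, a plate-corrected score, at least three library SD, with initial intensity B-score within 5 SD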
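System: CHO-K1 cells stably expressing KCNQ1 / Medium: assay buffer for compound exposure, DMSO matched across wells / Reagent: thallium- and potassium-containing depolarizing buffer / Compound: one concentration, matched DMSO / Incubation: 20 min compound pretreatment at room temperature / Measured by: kinetic FluxOR fluorescence, 10 s baseline plus 110 s post-stimulus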
KCNK3 inh – human KCNK3 channel inhibitors, primary screen, CHO cells, FluxOR thallium flux, B-score; FluxOR fluorescence; stronger effect = lower value; 340,000 tested, 0.84% active; Potassium channel subfamily K member 3 (Homo sapiens), O14649; B-score at 10 µM; AID 602410, 2012;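 active means B-score under library mean minus 4 SD, starting fluorescence ratio at most library mean plus 5 SD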;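 further: more negative B-score means stronger inhibition of thallium flux through KCNK3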
Target sequence (O14649 whole entry, looked up): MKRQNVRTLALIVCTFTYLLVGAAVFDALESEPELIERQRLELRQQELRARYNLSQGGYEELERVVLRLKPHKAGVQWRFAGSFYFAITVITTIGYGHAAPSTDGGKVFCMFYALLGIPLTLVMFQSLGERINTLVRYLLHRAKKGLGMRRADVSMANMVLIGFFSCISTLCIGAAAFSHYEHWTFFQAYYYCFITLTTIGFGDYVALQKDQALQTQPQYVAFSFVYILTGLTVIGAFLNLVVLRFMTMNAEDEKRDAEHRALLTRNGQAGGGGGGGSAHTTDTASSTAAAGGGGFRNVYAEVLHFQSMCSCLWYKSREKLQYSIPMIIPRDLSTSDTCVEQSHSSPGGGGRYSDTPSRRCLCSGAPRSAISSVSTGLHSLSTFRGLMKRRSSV
TRPC4 PAM – positive allosteric modulators of TRPC4, primary screen, cell-based, mouse TRPC4beta, HEK293 mu-opioid, Fluo-4 calcium | 310,000 tested, 0.42% active | Short transient receptor potential channel 4 (Mus musculus), Q9QUQ5 | B-score at 10 µM | DAMGO EC20, Fluo-4 Ca2+ flux; stronger effect = higher value;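 active means B-score of calcium response area above 5 SD of library B-scores, with initial fluorescence ratio within 5 SD of library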;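 further: B-score of integrated fluorescence ratio over time as area under calcium response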
KCNQ1 block – inhibitors of human KCNQ1 channel, primary screen, cell-based, thallium flux, high-throughput. Potassium voltage-gated channel subfamily KQT member 1 (Homo sapiens), P51787. CHO-K1 KCNQ1, FluxOR thallium flux fluorescence; stronger effect = higher value. B-score at 10 µM. 310,000 tested, 1.3% active;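 active means compounds whose thallium flux B-score, printed positive for inhibition, exceeds three library SD while starting fluorescence stays within three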;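 further: channel opened by potassium depolarization with thallium stimulus after 20 min compound exposure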
Platelet DG rel – inhibitors of platelet dense granule secretion, primary screen, cell-based, MLPCN, human platelets; human platelet-rich plasma, SFLLRN dense granule ATP release, luminescence; 300,000 tested, 0.22% active; inhibition, %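 (compounds screened at 7.5 µM in platelet-rich plasma)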; AID 1663, 2009;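 active means mean replicate score, as percent of positive control, at or above 50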
* marks the source's active call; other numbers are inactive results. This is a subset, so the mix of outcomes need not match the whole.

`Cc1cccc(NC(=O)Cn2ccn(-c3ccc4c(c3)OCCO4)c(=O)c2=O)c1` gave TRPC4 block inactive, Dyrk1A ADPGlo -3.8, TRPC4 agonist inactive, PolyA inhibitor inactive, KCNK9 inh inactive, hERG rescue -1.1, KCNQ1 pot inactive, KCNK3 inh inactive, TRPC4 PAM inactive, KCNQ1 block inactive and Platelet DG rel -40.7.
`O=C(O)c1ccc(Nc2nc(-c3cc4ccccc4oc3=O)cs2)cc1O` gave TRPC4 block inactive, Dyrk1A ADPGlo 4.1, TRPC4 agonist inactive, PolyA inhibitor inactive, KCNK9 inh inactive, hERG rescue -3.7, KCNQ1 pot inactive, KCNK3 inh inactive, TRPC4 PAM inactive, KCNQ1 block inactive and Platelet DG rel -4.2.
`Cc1cccc2c1-c1sc(C(=O)Nc3cccc([N+](=O)[O-])c3C)cc1CO2` gave TRPC4 block inactive, Dyrk1A ADPGlo -1.0, TRPC4 agonist inactive, PolyA inhibitor inactive, KCNK9 inh inactive, hERG rescue -6.7, KCNQ1 pot inactive, KCNK3 inh inactive, TRPC4 PAM inactive, KCNQ1 block inactive and Platelet DG rel -7.4.
Screening CCOCCCNC(=O)C1CCC(=O)N1CCc1ccccc1 (configuration not stated) returned TRPC4 block inactive, Dyrk1A ADPGlo 1.2, TRPC4 agonist inactive, PolyA inhibitor inactive, KCNK9 inh inactive, hERG rescue -1.8, KCNQ1 pot inactive, KCNK3 inh inactive, TRPC4 PAM inactive, KCNQ1 block inactive and Platelet DG rel 6.4.
Screening O=C(NCC1CCCO1)C(=O)NCC(c1ccco1)N1CCN(c2ccc(F)cc2)CC1 (configuration not stated) returned TRPC4 block inactive, Dyrk1A ADPGlo 14.8, TRPC4 agonist inactive, PolyA inhibitor inactive, KCNK9 inh inactive, hERG rescue -5.4, KCNQ1 pot inactive, KCNK3 inh inactive, TRPC4 PAM inactive, KCNQ1 block inactive and Platelet DG rel -21.6.
`CCN(CC)c1ccc(C(=O)N/N=C(\C)c2ccc(OC)c(OC)c2)cc1` gave TRPC4 block inactive, Dyrk1A ADPGlo -0.7, TRPC4 agonist inactive, PolyA inhibitor inactive, KCNK9 inh inactive, hERG rescue -1.4, KCNQ1 pot inactive, KCNK3 inh inactive, TRPC4 PAM inactive, KCNQ1 block inactive and Platelet DG rel 10.9.
For CCNC(=O)c1ccc(-n2nc(C(F)(F)F)c3c2CCCC3)cc1 the results were TRPC4 block inactive, Dyrk1A ADPGlo -0.9, TRPC4 agonist inactive, PolyA inhibitor inactive, KCNK9 inh inactive, hERG rescue 0.4, KCNQ1 pot inactive, KCNK3 inh inactive, TRPC4 PAM inactive, KCNQ1 block inactive and Platelet DG rel -1.3.
`FC(F)(F)c1ccccc1NC(=S)N1CCCCCC1` gave TRPC4 block inactive, Dyrk1A ADPGlo -5.3, TRPC4 agonist inactive, KCNK9 inh inactive, hERG rescue -8.8, KCNQ1 pot inactive, KCNK3 inh inactive, TRPC4 PAM inactive and KCNQ1 block inactive.
COC(=O)c1cc(C(=O)NCC2CCCCC2)cc([N+](=O)[O-])c1 was read as TRPC4 block inactive, Dyrk1A ADPGlo 5.9, TRPC4 agonist inactive, PolyA inhibitor inactive, KCNK9 inh inactive, hERG rescue -6.7, KCNQ1 pot inactive, KCNK3 inh inactive, TRPC4 PAM inactive, KCNQ1 block inactive and Platelet DG rel -1.2.
For Cc1ccc(C)c(NC(=S)NNC(=O)c2csc(C(C)C)c2)c1 the results were TRPC4 block inactive, Dyrk1A ADPGlo 2.8, TRPC4 agonist inactive, PolyA inhibitor inactive, KCNK9 inh inactive, hERG rescue -13.6, KCNQ1 pot inactive, KCNK3 inh inactive, TRPC4 PAM inactive, KCNQ1 block inactive and Platelet DG rel 9.7.
For COc1ccc(CCNS(=O)(=O)c2cn(C)nc2C)cc1OC the results were TRPC4 block inactive, Dyrk1A ADPGlo -3.6, TRPC4 agonist inactive, PolyA inhibitor inactive, KCNK9 inh inactive, hERG rescue -5.8, KCNQ1 pot inactive, KCNK3 inh inactive, TRPC4 PAM inactive, KCNQ1 block inactive and Platelet DG rel -9.1.
For CCNc1nc(OC)nc(Oc2ccc(=O)n(-c3ccccc3)n2)n1 the results were TRPC4 block inactive, Dyrk1A ADPGlo 3.8, TRPC4 agonist inactive, PolyA inhibitor inactive, KCNK9 inh inactive, hERG rescue -2.3, KCNQ1 pot inactive, KCNK3 inh inactive, TRPC4 PAM inactive and KCNQ1 block inactive.
`Cc1ccc(SCCC(=O)Nc2cccnc2)cc1` gave TRPC4 block inactive, Dyrk1A ADPGlo 2.6, TRPC4 agonist inactive, PolyA inhibitor inactive, KCNK9 inh inactive, hERG rescue -7.2, KCNQ1 pot inactive, KCNK3 inh inactive, TRPC4 PAM inactive, KCNQ1 block inactive and Platelet DG rel -1.1.
COc1ccccc1/C=N/NC(=O)c1ccc(Cn2nc([N+](=O)[O-])cc2C)cc1 was read as TRPC4 block inactive, Dyrk1A ADPGlo -8.7, TRPC4 agonist inactive, PolyA inhibitor inactive, KCNK9 inh inactive, hERG rescue -5.4, KCNQ1 pot inactive, KCNK3 inh inactive, TRPC4 PAM inactive, KCNQ1 block inactive and Platelet DG rel 10.6.
`O=C(/C=C1\SC(=O)NC1=O)Nc1ccc(F)cc1` gave TRPC4 block inactive, TRPC4 agonist inactive, PolyA inhibitor inactive, KCNK9 inh inactive, hERG rescue -8.6, KCNQ1 pot inactive, KCNK3 inh inactive, TRPC4 PAM inactive, KCNQ1 block inactive and Platelet DG rel 3.2.
`Cc1ccc(-c2nn(Cc3ccccc3)cc2/C=C/C(=O)O)cc1C` gave TRPC4 block inactive, Dyrk1A ADPGlo 1.7, TRPC4 agonist inactive, PolyA inhibitor inactive, KCNK9 inh inactive, hERG rescue -7.8, KCNQ1 pot inactive, KCNK3 inh inactive, TRPC4 PAM inactive, KCNQ1 block inactive and Platelet DG rel -13.2.
`O=C(Cn1c2ccc(F)cc2c2nc3n(c(=O)c21)CCS3)Nc1ccccc1F` gave TRPC4 block inactive, TRPC4 agonist inactive, PolyA inhibitor inactive, KCNK9 inh inactive, hERG rescue -10.3, KCNQ1 pot inactive, TRPC4 PAM inactive, KCNQ1 block inactive and Platelet DG rel -1.3.
`Cc1nn(C)c(C)c1/C=N/NC(=O)c1csc2ccccc12` gave TRPC4 block inactive, TRPC4 agonist inactive, PolyA inhibitor inactive, KCNK9 inh inactive, hERG rescue 1.4, KCNQ1 pot inactive, TRPC4 PAM inactive, KCNQ1 block inactive and Platelet DG rel 3.6.
`Cc1ccc2[nH]c3c(=O)n(CCN4CCNCC4)cnc3c2c1` gave TRPC4 block inactive, Dyrk1A ADPGlo 5.1, TRPC4 agonist inactive, PolyA inhibitor inactive, KCNK9 inh inactive, hERG rescue -10.4, KCNQ1 pot inactive, KCNK3 inh inactive, TRPC4 PAM inactive, KCNQ1 block inactive and Platelet DG rel 2.4.
For Cc1ccc(Cn2c(N3CCN(CCO)CC3)nc3c2c(=O)n(C)c(=O)n3C)cc1 the results were TRPC4 block inactive, Dyrk1A ADPGlo 14.3, TRPC4 agonist inactive, PolyA inhibitor inactive, KCNK9 inh inactive, hERG rescue -14.3, KCNQ1 pot inactive, KCNK3 inh inactive, TRPC4 PAM inactive, KCNQ1 block inactive and Platelet DG rel 0.0.
Screening FC(F)(F)c1cc(Cl)c2nnc(C(F)(F)Cl)n2c1 returned TRPC4 block inactive, Dyrk1A ADPGlo -1.1, TRPC4 agonist inactive, PolyA inhibitor inactive, KCNK9 inh inactive, hERG rescue -6.0, KCNQ1 pot inactive, KCNK3 inh inactive, TRPC4 PAM inactive, KCNQ1 block inactive and Platelet DG rel 0.6.
For COC(=O)C(Cc1c[nH]c2ccccc12)NC(=O)C1CC1 (configuration not stated) the results were TRPC4 block inactive, Dyrk1A ADPGlo -5.3, TRPC4 agonist inactive, PolyA inhibitor inactive, KCNK9 inh inactive, hERG rescue -7.5, KCNQ1 pot inactive, KCNK3 inh inactive, TRPC4 PAM inactive, KCNQ1 block inactive and Platelet DG rel -13.9.
N#CCc1cccnc1Sc1ccc(Cl)cc1 was read as TRPC4 block inactive, Dyrk1A ADPGlo -2.5, TRPC4 agonist inactive, PolyA inhibitor inactive, KCNK9 inh inactive, hERG rescue -5.7, KCNQ1 pot inactive, KCNK3 inh inactive, TRPC4 PAM inactive, KCNQ1 block inactive and Platelet DG rel 13.0.
`CC1(C)CC(=O)C2=C(C1)N(Cc1ccco1)C(=O)C2(NC(=O)C1CCCCC1)C(F)(F)F` (configuration not stated) gave TRPC4 block inactive, Dyrk1A ADPGlo -2.4, TRPC4 agonist inactive, PolyA inhibitor inactive, KCNK9 inh inactive, hERG rescue -14.8, KCNQ1 pot inactive, KCNK3 inh inactive, TRPC4 PAM inactive, KCNQ1 block inactive and Platelet DG rel -1.6.
Screening CCCCCNC(=O)c1cn(CC)c2cc(N3CCN(C)CC3)c(F)cc2c1=O returned TRPC4 block inactive, Dyrk1A ADPGlo 1.3, TRPC4 agonist inactive, PolyA inhibitor inactive, KCNK9 inh inactive, hERG rescue -4.9, KCNQ1 pot inactive, KCNK3 inh inactive, TRPC4 PAM inactive, KCNQ1 block inactive and Platelet DG rel -7.2.
Cc1cc(Cl)c(OCCOCCN2CCN(C)CC2)c(Br)c1 was read as TRPC4 block inactive, Dyrk1A ADPGlo 2.0, TRPC4 agonist inactive, PolyA inhibitor inactive, KCNK9 inh inactive, hERG rescue -7.9, KCNQ1 pot inactive, KCNK3 inh inactive, TRPC4 PAM inactive, KCNQ1 block inactive and Platelet DG rel -0.8.
